GCN5L2 inh: blocks human GCN5L2 histone acetyltransferase. GCN5L2 HAT assay, ThioGlo1 CoA-SH fluorescence. Q92830. Potency, µM (titrated, usually from 58.9 µM), without a hit: top-dose activity change, negative = inhibition, hits mostly inhibitors. AID 504327. 390,000 compounds, 0.21% hits
Target sequence (Q92830 whole entry, looked up): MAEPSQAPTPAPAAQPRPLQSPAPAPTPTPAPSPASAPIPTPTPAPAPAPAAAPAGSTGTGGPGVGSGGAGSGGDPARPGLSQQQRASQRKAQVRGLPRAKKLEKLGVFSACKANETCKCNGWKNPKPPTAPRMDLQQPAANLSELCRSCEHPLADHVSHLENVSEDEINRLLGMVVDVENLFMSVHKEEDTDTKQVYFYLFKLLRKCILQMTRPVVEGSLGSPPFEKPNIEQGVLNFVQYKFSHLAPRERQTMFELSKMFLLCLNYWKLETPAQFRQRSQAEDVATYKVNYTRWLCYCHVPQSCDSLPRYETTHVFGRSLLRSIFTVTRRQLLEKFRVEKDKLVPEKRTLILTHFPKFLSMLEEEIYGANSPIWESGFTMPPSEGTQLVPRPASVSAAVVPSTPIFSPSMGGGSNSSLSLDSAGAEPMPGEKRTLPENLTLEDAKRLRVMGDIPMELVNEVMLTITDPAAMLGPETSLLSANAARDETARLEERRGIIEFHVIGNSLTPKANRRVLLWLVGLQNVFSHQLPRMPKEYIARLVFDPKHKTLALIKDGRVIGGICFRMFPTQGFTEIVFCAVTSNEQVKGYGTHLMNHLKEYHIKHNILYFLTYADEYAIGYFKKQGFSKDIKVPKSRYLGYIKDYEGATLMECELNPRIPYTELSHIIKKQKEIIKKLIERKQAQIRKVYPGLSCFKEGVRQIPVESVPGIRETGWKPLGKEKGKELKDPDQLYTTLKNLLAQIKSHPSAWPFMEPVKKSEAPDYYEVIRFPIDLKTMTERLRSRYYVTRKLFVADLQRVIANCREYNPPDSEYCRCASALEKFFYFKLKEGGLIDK
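GCN5L2 (20nM final) in 50mM HEPES, 0.1mM EDTA pH 7.5, 0.01% Tween-20 was preincubated 15 min at room temperature with compound, then given ThioGlo1 (50uM), H3(1-25) peptide (75uM) and acetyl-CoA (70uM); CoA-thiol fluorescence (Ex340/Em540) was read at 0 and 20 min.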
N370S GC mod: N370S glucocerebrosidase modulation, Gaucher chaperone candidate; P04062; N370S GC spleen homogenate, 4MU-glucoside fluorescence; Potency, µM (doses to about 59.4 µM), for inactives: top-dose activity change, negative = inhibition, most hits filed as inhibitors; 330,000 compounds, 0.092% hits; AID 2101;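 further: 0% = full enzyme activity and -100% = no enzyme basal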
FEN1 inhibitor: blocks human flap endonuclease 1 | 390,000 compounds, 0.35% hits | AID 588795 | P39748 | Potency, µM (highest dose often 114 µM), for the others: at the top dose activity change, negative = inhibition, hits mostly inhibitors | Recombinant FEN1 flap cleavage, fluorescence, 15 min; further: nearly all actives have a fitted effect of over 65% in size
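Quantitative HTS format: each compound was titrated, incubated with 10 nM nuclease for 15 min at room temperature, then challenged with flap substrate at 50 nM final. Signal change over 15 min gave concentration–effect curves.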
Active calls of the source: *; u = inconclusive; x = no result given; & = joins results of further samples; [ ] = another dose, or the depositor's remark. The call rests on the fitted dose curve; in most records, active means well fitted curve in the direction sought with a large enough effect; inconclusive means small, poorly fitted or top-dose-only effect, or another doubt; inactive means no such curve, though single readings can be large; an effect the other way counts as inactive or inconclusive. Unless noted, on the % scale 0 is the no-effect control and ±100 the full control effect; potency means the concentration at half of the fitted maximal effect. These rows are one share of the data; the hit share may differ from the screen's.

GCN5L2 inh	N370S GC mod	FEN1 inhibitor	Structure
3%	1%	-1%	COCCN(C(=O)c1csnn1)C(C(=O)NC1CCCCC1)c1ccc(C)cc1 (stereo not drawn)
-2%	8%	4%	CCOc1ccccc1-n1nnnc1SCC(=O)Nc1cc(C)on1
2%	x	-2%	CC(NC(=O)CCNC(=O)c1ccc(C(C)(C)C)cc1)c1ccccc1 (stereo not drawn)
-3%	3%	-6%	O=C(/C=C/c1ccccc1)Nc1cccc(C(=O)O)c1
-14%	-22%	-7%	CC(C)(C)C1=C(C#N)C(c2ccc3c(c2)OCO3)C(C#N)=C(N)O1 (stereo not drawn)
-6%	6%	-9%	CCn1c2ccccc2c2nnc(SCc3ccc(C(=O)OC)o3)nc21
-5%	-11%	-20%	Cn1cnnc1SCc1ccc(C(=O)N=Nc2c(O)n(C)c3ccccc23)cc1
-5%	2%	-7%	CCOC(=O)C1(Cc2cccc(OC)c2)CCN(CC=C(C)C)CC1
1%	x	4%	COc1ccc(CN(C(=O)COc2ccccc2OC)C2CCS(=O)(=O)C2)cc1 (stereo not drawn)
32%[activator]	7%	-2%	CCN(CC(=O)Nc1ccc(NC(C)=O)cc1)C(=O)C(c1ccccc1)c1ccccc1
-9%&-7%	-2%	16%&-10%	CCOc1ccc(N(CC)C(=O)c2nn(-c3ccc(OC)cc3)c(=O)c3c2c2ccccc2n3C)cc1
-7%	-3%	8%	COC(=O)c1sccc1S(=O)(=O)NC(C)c1cnn(-c2ccc(OC)cc2)c1C (stereo not drawn)

Three entries out of the list, arranged by formula weight, high to low.
GCN5L2 inh	N370S GC mod	FEN1 inhibitor	Structure
3%	1%	-1%	COCCN(C(=O)c1csnn1)C(C(=O)NC1CCCCC1)c1ccc(C)cc1 (stereo not drawn)
-2%	8%	4%	CCOc1ccccc1-n1nnnc1SCC(=O)Nc1cc(C)on1
2%	x	-2%	CC(NC(=O)CCNC(=O)c1ccc(C(C)(C)C)cc1)c1ccccc1 (stereo not drawn)

(cont.)
GCN5L2 inh	N370S GC mod	FEN1 inhibitor	Structure
2%	6%	1%	CN=C1SC(CC(=O)Nc2ccc(N3CCOCC3)cc2)C(=O)N1C (stereo not drawn)
-21%	5%	8%	O=C(CCC(=O)c1cccs1)Nc1ccc(F)c(F)c1F
-1%	1%	-7%	COc1cc(NC(=O)c2ccc(COCC(F)(F)F)o2)cc(OC)c1OC
26%	-1%	-11%	CC(NC(=O)c1cn(C)c2ccc(S(=O)(=O)N3CCCC3)cc2c1=O)c1ccc2c(c1)OCCO2 (stereo not drawn)
-5%	x	19%	O=C(C[C@H]1C/C=C\C[C@@H](Cc2ccc(F)cc2)C(=O)OC[C@@H]2CCCN2C1=O)NCCO
-2%	0%	-8%	O=C(CCc1nnc(C2(c3ccc(Cl)cc3)CCC2)o1)NC1CC1
-2%	x	0%	O=C(C[C@@H]1C/C=C/CCCC(=O)O[C@H](c2ccccc2)CNC1=O)NCCO
-3%	-6%	4%	C=CCN(C(=O)CSc1nnnn1C)c1nc(-c2ccccc2)cs1
4%	3%	11%	O=C(NC1CCCC1)C1CC(=O)N(c2ccc(F)cc2)C1 (stereo not drawn)
-1%	12%	0%	Cc1cc(=O)oc2cc(OCC(=O)OCC(=O)Nc3c(C)n(C)n(-c4ccccc4)c3=O)ccc12
-14%	3%	-21%	Cc1cc(C)nc(NC(=O)c2ccc(COc3ccccc3Cl)cc2)c1
-27%	-1%	-3%	O=C(CCc1nnc(COc2ccccc2)o1)NCCc1cccs1

Single values from the entries so far.
Result of `CN=C1SC(CC(=O)Nc2ccc(N3CCOCC3)cc2)C(=O)N1C` (stereo not drawn) in N370S GC mod: 6%
Result of `Cc1cc(=O)oc2cc(OCC(=O)OCC(=O)Nc3c(C)n(C)n(-c4ccccc4)c3=O)ccc12` in FEN1 inhibitor: 0%
Result of `C=CCN(C(=O)CSc1nnnn1C)c1nc(-c2ccccc2)cs1` in FEN1 inhibitor: 4%
Result of `O=C(CCc1nnc(C2(c3ccc(Cl)cc3)CCC2)o1)NC1CC1` in GCN5L2 inh: -2%
Result of `O=C(CCc1nnc(COc2ccccc2)o1)NCCc1cccs1` in GCN5L2 inh: -27%
Result of `O=C(CCC(=O)c1cccs1)Nc1ccc(F)c(F)c1F` in N370S GC mod: 5%

Some of these compounds in order of their number in FEN1 inhibitor, high to low:
GCN5L2 inh	N370S GC mod	FEN1 inhibitor	Structure
-5%	x	19%	O=C(C[C@H]1C/C=C\C[C@@H](Cc2ccc(F)cc2)C(=O)OC[C@@H]2CCCN2C1=O)NCCO
-21%	5%	8%	O=C(CCC(=O)c1cccs1)Nc1ccc(F)c(F)c1F
-1%	1%	-7%	COc1cc(NC(=O)c2ccc(COCC(F)(F)F)o2)cc(OC)c1OC

New compounds follow
GCN5L2 inh	N370S GC mod	FEN1 inhibitor	Structure
4%	-1%	2%	Cc1nnc(NC2=NCCC2)o1
2%	-16%	1%	COc1ccc(CCNC(=O)COC(=O)c2cccs2)cc1OC
-11%	-10%	-9%	Cc1ccccc1OCC(=O)Nc1ccc(S(=O)(=O)N2CCOCC2)cc1
2%	7%	1%	CCOC(=O)[C@@H](CCc1ccccc1)N[C@H](C)C(=O)N1[C@H](C(=O)O)C[C@@H]2CCC[C@@H]21
-2%	-2%	2%	Cc1cc(C(=O)CSc2nc(N)cc(=O)[nH]2)c(C)n1CCc1ccc(F)cc1
0%	6%	-4%	CCOc1ccc(-n2c(SCC(=O)Nc3ccc(Br)cc3)nc3n[nH]c(C)c3c2=N)cc1
x	-22%	2%	COc1ncnc2c1cnn2-c1ccccc1
2%	0%	5%	C=CCc1ccc(OCCn2cncn2)c(OC)c1
-4%	6%	-2%	CCCc1nnc(SCC(=O)Nc2ccc(OCC)cc2)n1N
-4%	-11%	4%	Cn1c(CNC(=O)CCNC(=O)c2ccccc2F)cc(=O)n(C)c1=O
2%	4%	-4%	O=C(Nc1ccc(F)cc1)c1cc(-c2ccccc2)no1
1%	5%	5%	Cc1cccc2cc(COC(=O)c3cccs3)c(=O)[nH]c12
-4%	-2%	-20%	CCOC(=O)C1CCN(CC(=O)Nc2c(C(=O)OC)[nH]c3ccc(Cl)cc23)CC1
4%	x	-16%	COc1ccc(NC(=O)C(NS(=O)(=O)c2cccc3nsnc23)C(C)C)cc1OC (stereo not drawn)
2%	-25%	-4%	COc1cccc(-c2ccc(=O)n(CC(=O)NCCN3CCOCC3)n2)c1
0%	-11%	-7%	NS(=O)(=O)c1ccc(CCNC(=O)c2cc([N+](=O)[O-])ccc2N2CCCCC2)cc1
4%	x	-11%	COc1ccc(OCc2ccc(-c3nc(C#N)c(N4CCCCC4)o3)o2)cc1
-6%&0%	-2%	0%&-6%	CSc1ncc(Cl)c(C(=O)Nc2ccc(S(=O)(=O)Nc3nccc(C)n3)cc2)n1
u	u	-15%	CC1CC(NC(=O)c2cc3c(=O)n4ccccc4nc3n2C)CC(C)(C)C1 (stereo not drawn)
15%	-11%	3%	CCOC(=O)c1ccc(NC(=S)N2CCN(Cc3ccccc3)CC2)cc1
-19%	3%	-3%	CSc1cccc(N2C(=O)C3CCCN3C2=S)c1 (stereo not drawn)
-3%	0%	-1%	C#CCOCCOCCOCCNc1nc(N2CCOCC2)nc(N2CCN(C(=O)[C@H]([C@@H](C)CC)n3cc([C@@H](N)Cc4ccc(O)cc4)nn3)CC2)n1
-21%	-4%	5%	CS(=O)(=O)c1ccc(-c2nnc(NC(=O)c3ccc(S(=O)(=O)N4CCCC4)cc3)o2)cc1
-7%	-1%	u	COc1cc2c(C(=O)N3CCOCC3)c(CSc3ccccc3)n(C)c2cc1Br
7%	6%	-10%	Cc1ccc(C)c2c1cc(C)c1nnc(SCC(=O)NCc3ccc4c(c3)OCO4)n12
3%	x	14%	CC[C@]12c3[nH]c4ccccc4c3CCN1C(=O)C(CC(=O)NCCC1=CCCCC1)C[C@@H]2C(=O)N1CCN(C(=O)C2CC2)CC1 (stereo partly drawn)
-3%	3%	17%	CC(C)(C)OC(=O)NCCCC[C@H](NC(=O)c1nc[nH]c1C(=O)N1CCN(C(=O)OC(C)(C)C)CC1)C(=O)OC(C)(C)C
-3%	9%	5%	Cc1c(NC(=S)N/N=C/c2ccc(O)cc2)c(=O)n(-c2ccccc2)n1C
-1%	-3%	6%	O=C(c1nc2ccc(Cl)cn2c1CN1CCC(CO)CC1)N1CCc2ccccc2C1
-8%	-7%	-1%	Cc1ccc(/C=N/NC(=O)Cc2ccc(Cl)cc2)c(O)c1
3%	17%	-14%	CCc1sc(C(=O)Nc2ccc(NC(C)=O)cc2)cc1C
1%	-26%	-3%	O=C(CCCCCNc1nc(=S)[nH]c2ccccc12)NCCc1ccccc1
1%	-2%	-5%	Cc1c(C(=O)N2CCN(C)CC2)oc2ccc(S(=O)(=O)N3CCOCC3)cc12
32µM*	9%	12%	O=C(O)CC(Sc1n[nH]c(=S)s1)C(=O)O (stereo not drawn)
-9%	-5%	1%	CN(CC(=O)Nc1c(Cl)cccc1Cl)C(=O)C1CSC2(C)CCC(=O)N12 (stereo not drawn)
-4%	-2%	-4%	CC(=O)N1C(C(=O)O)CSC1c1ccc(C)cc1 (stereo not drawn)
-3%	-15%	-13%	COc1ccccc1/C=C(/NC(=O)c1ccccc1)C(=O)NCCN1CCOCC1
u	1%	-5%	O=C(NNC1=Nc2cc([N+](=O)[O-])ccc2OC1)c1ccccc1Cl
0%	-11%	0%	COc1cccc(/C=N/NC(=O)CC2C(=O)NN=C2C)c1O (stereo not drawn)
-12%	x	4%	O=C(CSc1nc(-c2cccs2)nc2cc(=O)[nH]n12)Nc1ccccc1Cl
-1%	x	1%	O=C(CSc1nc2c(c(=O)[nH]1)CCCC2)Nc1ccc(Br)cc1
-10%	-15%	0%	O=C(Cc1c(F)cccc1Cl)Nc1nccs1
-6%	-7%	x	O=C(Nc1nnc(-c2ccccc2Cl)o1)c1cc2cc([N+](=O)[O-])ccc2s1
3%	-14%	0%	N#CC1=C(N)Oc2cc(N)ccc2C1c1cccc(F)c1 (stereo not drawn)
-3%	-14%	0%	Cc1cc(C(c2ccc(C)o2)c2ccc(C)o2)c(O)c([N+](=O)[O-])c1
-3%	x	-2%	Cc1cc(NC(=O)Nc2nc3c(s2)CCCCCC3)ccc1Br
0%	x	-17%	Cc1ccc(Cn2c(=O)n(Cc3ccco3)c(=O)c3sc4ccccc4c32)cc1
-17%	-2%	-4%	COc1cccc(NC(=O)C(c2ccccc2)N2CCCC2)c1 (stereo not drawn)
-4%	3%	-2%	O=C(NCCc1ccccc1)C(=O)Nc1ccc2c(c1)OCCO2
-7%	1%	-3%	O=C(NCCCN1CCCC1=O)c1cccc(N2CCCC2=O)c1
-7%	-4%	-1%	COc1ccccc1N=C(C)C1=C(O)CSC1=O
-10%	16%	-19%	COc1ccccc1NC(=O)C(=O)NNS(=O)(=O)c1ccc2ccccc2c1
-1%	-4%	-5%	O=C(NCc1ccccc1)C(c1ccc(F)cc1)N(C(=O)c1csnn1)C1CC1 (stereo not drawn)
3%	x	0%	COc1ccc(C(=O)NCN2CCN(c3ccccc3)CC2)cc1OC
-7%	2%	21%	Cn1cccc1CC(=O)NNC(=O)Nc1cccc(Cl)c1
-13%	3%	-5%	Cc1ccnc(NC(=O)c2ccc(Cl)c(NC(=O)C(C)Oc3ccccc3)c2)c1 (stereo not drawn)
0%	u	-2%	O=C(C1=C[C@@H]2[C@H]3C(=O)N(c4cccc(Cl)c4)C(=O)[C@H]3[C@@H](C(=O)c3ccc(Cl)cc3)N2C=C1)c1ccccc1
-1%	-13%	0%	COc1ccccc1CNC(=O)CCCNC(=O)c1ccc(Cl)cc1
-6%	-2%	13%	CC(C)(C#N)Cc1cc(CC(C)(C)C#N)cc(C(C)(C)C)c1
-9%	-6%	2%	O=C(c1cccc(S(=O)(=O)Nc2ccccc2F)c1)N1CCN(c2ccccc2F)CC1
-1%	x	14%	Cc1ccccc1CN1C(=O)c2ccccc2S(=O)c2ccc(C(=O)NCc3ccc(Cl)cc3)cc21 (stereo not drawn)
-12%	x	-3%	CN(Cc1ccccc1)C(=O)c1ccc2c(c1)N(Cc1ccccc1F)C(=O)c1ccccc1S2(=O)=O
-10%	u	0%	CCC1CCc2sc(C(=O)NCc3ccccn3)cc2C1 (stereo not drawn)

In a second layout: entries from further up.
O=C(NCCc1ccccc1)C(=O)Nc1ccc2c(c1)OCCO2
  GCN5L2 inh: -4%
  N370S GC mod: 3%
  FEN1 inhibitor: -2%

O=C(NCCCN1CCCC1=O)c1cccc(N2CCCC2=O)c1
  GCN5L2 inh: -7%
  N370S GC mod: 1%
  FEN1 inhibitor: -3%

COc1ccccc1N=C(C)C1=C(O)CSC1=O
  GCN5L2 inh: -7%
  N370S GC mod: -4%
  FEN1 inhibitor: -1%

COc1ccccc1NC(=O)C(=O)NNS(=O)(=O)c1ccc2ccccc2c1
  GCN5L2 inh: -10%
  N370S GC mod: 16%
  FEN1 inhibitor: -19%
